KCNQ1 block – human KCNQ1 channel inhibition. AID 2642. P51787. 310,000 compounds, 1.3% hits. CHO-K1 KCNQ1, FluxOR thallium flux fluorescence; active compounds read high. B-score at 10 µM;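 active = compounds whose thallium flux B-score, printed positive for inhibition, exceeds three library SD while starting fluorescence stays within three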;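 note: channel opened by potassium depolarization with thallium stimulus after 20 min compound exposure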
Target sequence (P51787 whole entry, looked up): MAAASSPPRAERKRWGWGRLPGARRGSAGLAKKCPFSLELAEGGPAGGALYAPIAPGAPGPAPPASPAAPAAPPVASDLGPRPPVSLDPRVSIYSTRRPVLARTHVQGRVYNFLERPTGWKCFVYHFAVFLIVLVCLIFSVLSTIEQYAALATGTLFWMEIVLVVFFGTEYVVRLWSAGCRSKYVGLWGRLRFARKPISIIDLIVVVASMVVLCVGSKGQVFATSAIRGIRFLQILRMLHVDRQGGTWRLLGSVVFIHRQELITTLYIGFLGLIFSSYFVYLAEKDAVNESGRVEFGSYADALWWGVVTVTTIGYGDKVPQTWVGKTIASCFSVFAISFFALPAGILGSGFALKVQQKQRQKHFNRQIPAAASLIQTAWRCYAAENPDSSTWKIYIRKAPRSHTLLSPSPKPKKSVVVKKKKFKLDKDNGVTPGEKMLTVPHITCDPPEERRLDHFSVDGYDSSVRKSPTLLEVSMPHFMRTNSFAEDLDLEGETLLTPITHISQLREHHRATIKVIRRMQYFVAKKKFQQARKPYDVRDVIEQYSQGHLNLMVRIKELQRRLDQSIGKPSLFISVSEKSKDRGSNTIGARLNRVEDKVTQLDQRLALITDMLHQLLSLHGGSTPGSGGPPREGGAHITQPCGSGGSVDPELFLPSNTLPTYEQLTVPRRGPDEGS
hERG protect – shields human hERG channel from block by proarrhythmic agents | CHO-hERG, FluxOR thallium flux, dofetilide IC70 present | 310,000 compounds, 0.51% hits | activation (rescue from dofetilide block), less the hit threshold, % at 10 µM;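 active = activation above the mean of controls blocked by dofetilide plus 5 SD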;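 note: thallium influx through hERG after potassium depolarization seen as dye fluorescence rise; in these data hits start at about 4.7%; inactives centre near -7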
Platelet DG rel – modulates dense granule release in human platelets. human platelet-rich plasma, SFLLRN dense granule ATP release, luminescence. inhibition, %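 (compounds screened at 7.5 µM in platelet-rich plasma)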. 300,000 compounds, 0.22% hits. AID 1663;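 active = mean replicate score, as percent of positive control, at or above 50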
TRPC4 agonist – opens the mouse TRPC4 cation channel; 310,000 compounds, 0.49% hits; B-score at 10 µM; HEK293 TRPC4beta/mu-opioid, Fluo4 calcium fluorescence; active compounds read high;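 active = B-score above 5 SD of library B-scores, and initial fluorescence ratio not above library mean plus 5 SD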;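 note: positive B-score marks a calcium rise read as TRPC4 activation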
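Test system: HEK293 cells stably co-expressing mouse TRPC4beta and mu-opioid receptor | Schedule: Fluo4 dye loading 45 min at room temperature, 110 s recording | Measured by: Kinetic Fluo4 calcium fluorescence, 5 s baseline at 1 Hz | Evaluation: B score of integrated ratio | Controls: Buffer (low) and maximal DAMGO (high)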
KCNQ1 pot – potentiates or activates the human KCNQ1 potassium channel. P51787. AID 2648. CHO-K1 KCNQ1, thallium flux FluxOR fluorescence; active compounds read high. 310,000 compounds, 0.35% hits. B-score at 10 µM;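 active = fluorescence ratio B-score, a plate-corrected score, at least three library SD, with initial intensity B-score within 5 SD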
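Medium – assay buffer, equal DMSO in all wells · Material – CHO-K1 cell line with stable KCNQ1 potassium channel expression · Signal – kinetic FluxOR thallium fluorescence, 10-s 1-Hz baseline, 110-s post-stimulus read · Compound – single concentration per compound, DMSO matched to controls · Schedule – 37 °C overnight plating, 90-min dark dye load, 20-min compound pretreatment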
DYRK1A inh – inhibitors of rat Dyrk1A kinase; 310,000 compounds, 0.43% hits; ADP-Glo luminescence, NFATc1 peptide; inhibition, % at 12.5 µM; AID 504441; Q63470; in the data active = inhibition above about 50%;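 note: plate controls were vehicle with enzyme for no effect and no enzyme for full effect; many of its hits are not listed in these tables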
KCNK9 block – blocks the human KCNK9 two-pore domain potassium channel. Q9NPC2. B-score at 10 µM. AID 488922. HEK293 KCNK9, FluxOR thallium flux fluorescence; active compounds read low. 310,000 compounds, 1.2% hits;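 active = ratio B-score over 3 SD below the library mean, with starting fluorescence within 5 SD of its mean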;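 note: negative B-score means less thallium flux so channel inhibition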
Target sequence (Q9NPC2 whole entry, looked up, the tested form may be a part): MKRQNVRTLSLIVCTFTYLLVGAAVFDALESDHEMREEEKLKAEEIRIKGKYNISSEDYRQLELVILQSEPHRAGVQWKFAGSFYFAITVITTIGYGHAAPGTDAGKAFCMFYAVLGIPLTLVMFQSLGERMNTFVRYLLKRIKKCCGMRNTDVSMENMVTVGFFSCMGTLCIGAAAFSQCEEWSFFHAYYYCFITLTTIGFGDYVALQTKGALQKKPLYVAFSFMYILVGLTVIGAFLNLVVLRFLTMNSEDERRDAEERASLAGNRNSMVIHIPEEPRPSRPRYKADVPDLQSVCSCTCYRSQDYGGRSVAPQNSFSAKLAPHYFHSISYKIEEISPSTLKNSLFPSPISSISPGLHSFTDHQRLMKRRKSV
PolyA inh – blocks polyadenylation in yeast reporter cells; S. cerevisiae SKY197-pL101 polyadenylation reporter, beta-gal luminescence; efflux-impaired pdr1/pdr3 knockout yeast; score 100 = 6 SD above DMSO; calls only at 12 µM; 300,000 compounds, 0.02% hits; AID 1875;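 active = lowest replicate activity score at least 50, where 100 means six control SD above control mean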;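 note: yeast exposed to compound for 9 h at 30 °C; higher score means more reporter readthrough which indicates perturbed polyadenylation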
TRPC4 PAM – allosterically enhances the mouse TRPC4 cation channel; Q9QUQ5; HEK293 TRPC4beta/mu-opioid, DAMGO EC20, Fluo-4 Ca2+ flux; active compounds read high; 310,000 compounds, 0.42% hits; B-score at 10 µM;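 active = B-score of calcium response area above 5 SD of library B-scores, with initial fluorescence ratio within 5 SD of library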;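 note: B-score of integrated fluorescence ratio over time as area under calcium response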
KCNK3 inh – human KCNK3 channel inhibition, primary screen; O14649; CHO-KCNK3 thallium flux, FluxOR fluorescence; active compounds read low; B-score at 10 µM; 340,000 compounds, 0.84% hits; AID 602410;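 active = B-score under library mean minus 4 SD, starting fluorescence ratio at most library mean plus 5 SD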;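 note: more negative B-score means stronger inhibition of thallium flux through KCNK3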
TRPC4 block – inhibitors of mouse TRPC4 channel; Q9QUQ5; HEK293 TRPC4beta/mu-opioid, DAMGO-evoked Fluo4 calcium flux; active compounds read low; B-score at 10 µM; 300,000 compounds, 0.39% hits;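 active = B-score over 3 SD under the library average, no early fluorescence shift, positive overall ratio signal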
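Assay system – HEK293 line stably carrying TRPC4beta and mu-opioid receptor · Doses – single dose · Detection – Fluo4 calcium-dye fluorescence, kinetic read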
* = called active by the depositor; i = inactive; . = no result given. A portion of the library; rates above refer to the full screens.

SMILES | KCNQ1 block | hERG protect | Platelet DG rel | TRPC4 agonist | KCNQ1 pot | DYRK1A inh | KCNK9 block | PolyA inh | TRPC4 PAM | KCNK3 inh | TRPC4 block
O=[N+]([O-])c1cccc(/C=C/c2ccc3cccc(O)c3n2)c1 | i | -4.4 | -2.4 | i | i | 1.9 | i | i | i | i | i
CCOc1ccc(N(CC(=O)O)S(=O)(=O)c2cccnc2)cc1 | i | -10.2 | 0.0 | i | i | 4.1 | i | i | i | i | i
O=C(COc1nsnc1N1CCOCC1)N/N=C/c1ccccc1O | i | -10.7 | 23.5 | i | i | 1.5 | i | i | i | i | i
O=c1oc2ccccc2c(O)c1C=Nc1cccnc1 | i | -10.9 | -2.7 | i | i | -8.3 | i | i | i | i | i
CC(C)c1nc(-c2ccccn2)no1 | i | -7.1 | 11.0 | i | i | 2.7 | i | . | i | i | i
Cc1ccc(C(=O)NNC(=O)CSc2nnc(C3CC3)n2C)cc1 | i | -3.2 | -10.1 | i | i | -10.6 | i | i | i | i | i
O=C(c1cc(F)ccc1F)C1CCCN(C(=O)CCCN2CCCCC2=O)C1 (configuration not stated) | i | -10.2 | -1.7 | i | i | 3.1 | i | i | i | i | i
Nc1[nH]nc2nc(-c3ccccc3)[nH]c(=O)c12 | i | -8.2 | -4.6 | i | i | -3.6 | i | i | i | i | i
Cc1cccc(CC(=O)NCC2CCCCC2)c1 | i | -0.9 | 1.2 | i | i | -1.3 | i | i | i | i | i
COc1cccc2sc(=NC(=O)CS(=O)(=O)c3ccc(F)cc3)n(C)c12 | i | -6.3 | 3.9 | i | i | 11.9 | i | i | i | i | i
CC(C)Cn1c(N)c(C(=O)COC(=O)COc2cccc(C(F)(F)F)c2)c(=O)n(C)c1=O | i | -2.6 | -5.0 | i | i | -4.9 | i | i | i | i | i
CCOc1cccc(CNCCO)c1OCc1ccc(Cl)cc1 | i | -6.3 | -8.4 | i | i | -3.3 | i | i | i | i | -7*
COCCCNC(=O)c1cccc2c(=O)c(C)c(-c3ccccc3)oc12 | i | -9.7 | 8.1 | i | i | 9.4 | i | i | i | i | i
Cc1ccc(-c2cc(C(F)F)n3ncc(C(=O)N4CCN(c5cccc(C)c5C)CC4)c3n2)cc1 | i | -4.8 | 4.5 | i | i | -8.2 | i | i | i | i | i
CC(C)Cn1c(SC(C)C(=O)Nc2ccc3c(c2)OCCO3)nc2ccccc2c1=O (configuration not stated) | i | -3.0 | 12.5 | i | i | 2.3 | -8.46* | i | i | i | i
c1ccc2c(c1)CCN(c1ncnc3c1[nH]c1ccccc13)C2 | 11* | -26.6 | -2.6 | 86* | i | 15.3 | i | i | i | -8.71* | i
CC(C)(C)NC(=O)COC(=O)CCC(=O)c1ccc(Cl)cc1 | i | -2.6 | 1.4 | i | i | 2.5 | i | i | i | i | i
CC1(C)OC2CCN3C(C(O)COS3(=O)=O)C2O1 (configuration not stated) | i | -1.8 | -2.9 | i | i | 3.2 | i | i | i | i | i
CCn1cc(/C=N/NS(=O)(=O)c2ccc(OC)cc2)c(C)n1 | i | -9.7 | . | i | i | 4.4 | i | i | i | i | i
O=C(NC1CCCC1)c1ccc(CS(=O)(=O)c2ccc(Br)cc2)o1 | i | -5.8 | 3.8 | i | i | 8.9 | i | i | i | i | i
S=c1nc(-c2ccccc2Cl)n(Cc2cccnc2)c2c1CCCC2 | i | -2.1 | 5.8 | i | i | -3.1 | i | i | i | i | i
Cc1ccc(O)c(CNCCNCc2cc(C)ccc2O)c1 | i | -3.5 | -5.1 | i | i | 5.4 | i | i | i | i | i
O=c1cc(N2CCN(Cc3ccccc3)CC2)c(-c2ccccc2)n[nH]1 | i | -4.5 | 3.9 | i | i | 0.1 | i | i | i | i | i
CC(C)C(=O)Nc1c2c(nn1-c1ccccc1)CSC2 | i | -4.2 | 6.4 | i | i | 1.3 | i | i | i | i | i
Cc1cc(C)c(C)c(S(=O)(=O)NCc2ccc(C(=O)N3CCN(C)CC3)cc2)c1C | i | -5.5 | -6.3 | i | i | 5.5 | i | i | i | i | i
CCOc1ccc(CCNC(=O)c2nn(C)c3c2CS(=O)(=O)c2ccccc2-3)cc1 | i | -9.7 | 6.2 | i | i | 5.0 | i | i | i | i | i
CCOc1ccccc1NC(=O)NCc1ccccc1 | i | -11.5 | 10.5 | i | i | 2.0 | i | i | i | i | i
CCN(CC)c1ccc(NC(=O)CCc2nnc3ccc(N4CCCC4)nn23)c(C)c1 | i | -9.7 | 0.1 | i | i | 0.8 | i | i | i | i | i
COc1ccc(N=C2SCC(=O)N2Cc2ccccc2)cc1 | i | -9.7 | -4.4 | i | i | 5.3 | i | i | i | i | i
COc1ccc(NC(=S)NCCCc2ccccc2)cc1 | i | -4.3 | -8.2 | i | i | -4.3 | i | i | i | i | i
O=C(Cc1ccccc1)NNS(=O)(=O)c1ccc([N+](=O)[O-])cc1 | i | -6.2 | -9.1 | i | i | -3.5 | i | i | i | i | i
CCCCn1c(=O)n(CC(O)c2ccccc2)c(=O)c2c1ncn2C1CCCC1 (configuration not stated) | i | -14.4 | 2.6 | i | i | 4.6 | i | i | i | i | i
Cc1cccc(CSCCNC(=O)CN2C(=O)c3ccccc3S2(=O)=O)c1 | i | -5.2 | -12.2 | i | i | -4.2 | i | i | i | i | i
CCCCc1ccc(NC(=O)C2CCN(S(C)(=O)=O)CC2)cc1 | i | -3.5 | -0.9 | i | i | 0.0 | i | i | i | i | i
O=c1c2ccccc2nc(-c2ccc(Cl)cc2Cl)n1CCCn1ccnc1 | i | -8.5 | -2.5 | i | i | 10.6 | i | i | i | i | i
COc1ccc(C)cc1N(CC(=O)NC1CCCC1)C(=O)CCC(=O)Nc1cc(C)on1 | i | -9.0 | -1.2 | i | i | -9.4 | i | i | i | i | i
O=C(NCCc1ccc(O)cc1)c1ccc(Cl)cc1 | i | -7.9 | -3.0 | i | i | -10.7 | i | i | i | i | i
Cc1ccc(N2CCN(S(=O)(=O)N3CCCCC3)CC2)cc1C | i | -8.0 | 11.0 | i | i | -6.4 | i | i | i | i | i
Cc1ccc(N(C(=O)c2sc(C)nc2C)C(C(=O)NC(C)(C)C)c2ccncc2)cc1 (configuration not stated) | i | -8.1 | 0.0 | i | i | -0.2 | i | i | i | i | i
O=C(Nc1ccc2c(c1)OCO2)C1CC(c2cccc(Br)c2)=NO1 (configuration not stated) | i | -6.3 | -0.5 | i | i | 6.2 | i | i | i | i | i
CC(C)(C)C#CC(CCc1ccccc1)OS(N)(=O)=O (configuration not stated) | i | -4.0 | 2.0 | i | i | . | i | i | i | . | i
O=C(CCOc1ccccc1)NCC(c1ccco1)N1CCCCC1 (configuration not stated) | i | -3.4 | 0.4 | i | i | 0.0 | i | i | i | i | i
NC(=O)NC(=O)CC1S/C(=N/N=C2\CSC(=O)N2)NC1=O (configuration not stated) | i | -7.6 | -1.2 | i | i | . | i | i | i | i | i
COc1ccc(OC)c(NS(=O)(=O)c2ccc(Cl)s2)c1 | i | -13.1 | -1.2 | i | i | -0.5 | i | i | i | i | i
C=CCNC(=O)C(=O)NN=C1CCN(C)CC1 | i | -14.4 | -1.1 | i | i | 14.5 | i | i | i | i | i
O=C(NCc1cccnc1)C1c2ccccc2C(=O)N1Cc1ccccc1 (configuration not stated) | i | -12.5 | -0.9 | i | i | 15.1 | i | i | i | i | i
COc1ccc(CCNC(=O)CSc2nc(O)c(CCC(C)C)c(=O)[nH]2)cc1OC | i | 1.3 | -4.5 | i | i | 2.1 | i | i | i | i | i
O=C(Nc1nc(-c2cccs2)cs1)c1ccc(S(=O)(=O)N2CCCCC2)cc1 | 6* | -7.4 | 11.8 | i | i | -3.7 | i | i | i | i | i
CCCN(C(=O)CSCc1ccccc1C)c1c(N)n(Cc2ccccc2)c(=O)[nH]c1=O | i | -6.1 | -9.5 | i | i | 2.3 | i | i | i | i | i
C/C(=N/NC(=O)COc1cc(C)ccc1C(C)C)C(=O)O | i | -13.3 | 0.4 | i | i | -1.4 | i | i | i | i | i
CCOC(=O)C1CCCN(CCSc2ccc(C)cc2)C1 (configuration not stated) | i | -4.0 | -5.7 | i | i | -5.3 | i | i | i | i | i
CN1CCN(CCn2c(=S)[nH]c3ccccc3c2=O)CC1 | i | -5.0 | -1.9 | i | i | -2.7 | i | i | i | i | i
Cc1c(C(=O)NCC2CCCO2)sc2nc(-c3ccc(F)cc3)cn12 (configuration not stated) | i | -8.1 | 17.0 | i | i | 6.8 | i | i | i | i | i
CCOC(=O)c1ccccc1OCc1cc(/C=N/NC(=O)c2ccncc2)ccc1OC | i | -8.5 | -7.9 | i | i | -2.3 | i | i | i | i | i
CCc1ccc(NC(=O)CC2C(=O)N(c3cccc(OC)c3)C(=O)N2CCOC)cc1 (configuration not stated) | i | -6.0 | 2.6 | i | i | -5.6 | i | i | i | i | i
C=CCn1c(C(CC)CC)nc2ccccc21 | i | -6.7 | -0.6 | i | i | . | i | i | i | i | i
Cc1sc(-c2c(C#N)c(N)nc3c2CCCCCC3)cc1[N+](=O)[O-] | i | -14.6 | -2.0 | i | i | 2.0 | i | i | i | i | i
O=C(CN1CCCCC1)Nc1nc(-c2ccccc2)cs1 | i | -2.6 | 1.6 | i | i | 1.2 | i | i | i | i | i
CCOC(=O)Cc1csc(/C(=N/O)C(N)=O)n1 | i | -8.2 | -13.3 | i | i | . | i | i | i | i | i
Cc1cc(C(=O)NN)c(Cl)cc1Cl | i | -8.7 | 0.7 | i | i | 8.4 | i | i | i | i | i

Molecules shown so far containing a nitro group on carbon:
SMILES | KCNQ1 block | hERG protect | Platelet DG rel | TRPC4 agonist | KCNQ1 pot | DYRK1A inh | KCNK9 block | PolyA inh | TRPC4 PAM | KCNK3 inh | TRPC4 block
O=[N+]([O-])c1cccc(/C=C/c2ccc3cccc(O)c3n2)c1 | i | -4.4 | -2.4 | i | i | 1.9 | i | i | i | i | i
O=C(Cc1ccccc1)NNS(=O)(=O)c1ccc([N+](=O)[O-])cc1 | i | -6.2 | -9.1 | i | i | -3.5 | i | i | i | i | i
Cc1sc(-c2c(C#N)c(N)nc3c2CCCCCC3)cc1[N+](=O)[O-] | i | -14.6 | -2.0 | i | i | 2.0 | i | i | i | i | i

Source: PubChem
